Screening data deposited in PubChem by The Scripps Research Institute Molecular Screening Center.
OX1R antag-1: antagonists of human orexin 1 receptor. O43613. CHO/OX1R cells, Fluo-8 calcium fluorescence, orexin A. inhibition, % at 5 µM. 330,000 compounds, 0.43% hits. AID 434989;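 active = inhibition above its plate's threshold, mean inhibition of all tested compounds on the plate plus 3 SD, cut at about 37% in these data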;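 also: 0% = orexin A challenge wells and 100% = SB-334867-A antagonist wells; not every result past the cut was called active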
Target sequence (O43613 whole entry, looked up): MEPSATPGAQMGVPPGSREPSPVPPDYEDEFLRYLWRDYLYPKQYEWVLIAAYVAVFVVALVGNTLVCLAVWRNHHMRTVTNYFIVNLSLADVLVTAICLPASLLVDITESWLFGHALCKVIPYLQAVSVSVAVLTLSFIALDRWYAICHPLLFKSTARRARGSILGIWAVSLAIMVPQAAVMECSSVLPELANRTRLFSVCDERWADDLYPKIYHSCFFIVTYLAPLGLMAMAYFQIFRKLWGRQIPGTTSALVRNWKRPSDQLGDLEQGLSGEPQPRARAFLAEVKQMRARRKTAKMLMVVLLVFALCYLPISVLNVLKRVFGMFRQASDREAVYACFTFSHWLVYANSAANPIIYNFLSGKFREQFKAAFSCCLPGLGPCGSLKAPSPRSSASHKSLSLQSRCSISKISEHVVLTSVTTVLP
OX1R antag-2: OX1R (human) antagonism. OX1R-expressing cells, FRET antagonist read-out. inhibition, % at 6.6 µM. 330,000 compounds, 1.8% hits. AID 485270; in the data active = inhibition mostly above about 38%, no sharp cut-off; inactive = mostly below about 40%;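 also: 0% = agonist challenge alone and 100% = reference antagonist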
Starred values were filed as active, the others as inactive; & = joins results of further samples. A portion of the library. The share of hits here may be higher or lower than overall.

Each structure is followed by: OX1R antag-1	OX1R antag-2
1	CN1C(=O)NC(=O)/C(=C/c2ccc([N+](=O)[O-])s2)C1=O
  -21.9	25.9
2	CCOC(=O)c1c(C)n(COCCO)c2ccc(O)cc12
  0.2	6.5
3	Oc1ccc(Cl)cc1CN1CCN(Cc2ccccc2)CC1
  -25.3	5.3
4	CCOc1ccc(CN2CCN(C(=O)Cc3ccccc3)CC2)cc1
  -18.9	-4.5
5	O=C(CN1CCCCC1)c1ccc2c(c1)OCO2
  -10.5	9.1
6	CC(=O)c1cc(C#N)c(N2CCN(C)CC2)nc1C
  -6.2	10.7
7	NCCCCCC(=O)OC1N=C(c2ccccc2Cl)c2cc(Br)ccc2NC1=O (stereo unspecified)
  -17.2	31.6
8	COc1ccc(CC(C)NC2CCCCCC2)cc1 (stereo unspecified)
  -24.1	23.8
9	CCCCn1c(=O)c(C(=O)Nc2ccccc2Cl)c(O)c2ccccc21
  -2.6	-2.5
10	Cc1ccc2[nH]c(C)c(CCNCc3cccnc3)c2c1
  -15.7	14.9
11	COC(=O)C1=C(c2ccc(OC(F)(F)F)cc2)C[C@@H]2CC[C@H]1N2C(=O)NC1CC1
  -9.2	3.7
12	CCn1ccnc1CN1CCCC(C(=O)c2cccc(C(F)(F)F)c2)C1 (stereo unspecified)
  -7.7	11.3
13	CN1C(=O)C(=Cc2cccnc2)C(=O)N(C)C1=O
  -6.8	11.5
14	COc1ccc(-n2c(O)c(/C(C)=N/Nc3ccccc3)c(=O)[nH]c2=O)cc1
  -15.7	14.3
15	NS(=O)(=O)c1ccc(-c2ccc(C=C3C(=O)NC(=S)NC3=O)o2)cc1
  -3.9	28.3
16	C=CCn1c(O)c(/C=C2\C=Nc3ccccc32)c(=O)[nH]c1=O
  1.3	2.2
17	COc1ccc(CN2CCNCC2)c(OC)c1OC
  -14.6&6.0	16.2&20.1
18	O=C(N/N=C\C1C(=O)NC(=S)N(c2ccccc2)C1=O)c1ccc(O)cc1 (stereo unspecified)
  7.6	46.2*
19	CN1CCC(N(C)c2nc(-c3ccccc3)nc3ccccc23)CC1
  -18.7	5.8
20	COc1cc(C2SCC(=O)Nc3c2c(C)nn3-c2ccccc2)cc(OC)c1OC (stereo unspecified)
  -37.9	8.3
21	O=C(NC(=C(Cl)Cl)P(=O)(c1ccccc1)c1ccccc1)c1ccccc1
  -4.0	69.0*
22	NP(=O)(OCC(F)(F)F)Oc1ccccc1 (stereo unspecified)
  -21.9	9.1
23	Cc1cccc(N2CCN(CCc3ccccc3)CC2)c1C
  -37.5	-1.1
24	CCOC(=O)c1c(/N=C/C2C(=O)NC(=S)NC2=O)sc2c1CCC2
  -5.0	9.4
25	Cc1ccccc1CN1CCN(C(=O)Cc2ccccc2)CC1
  -17.7	21.0
26	COc1cccc(N2C(=O)NC(=O)/C(=C/c3ccc4c(c3)Cc3ccccc3-4)C2=O)c1
  -9.6	14.9
27	CCOC(=O)c1c(/N=C/C2C(=O)NC(=S)NC2=O)sc(C)c1C
  -14.3	4.5
28	O=C(C(=O)N1CCOCC1)c1cn(Cc2ccc(F)cc2)c2ccccc12
  -23.0	6.8
29	O=C(CCn1c(=O)oc2ccccc21)N1CCC2(CC1)OCCO2
  -22.4	7.3
30	CCN1CCN(S(=O)(=O)c2ccc(Cl)nc2)CC1
  -6.0	21.0
31	O=S(=O)(c1ccc(Cl)cc1Cl)N1CCCC1c1cccnc1 (stereo unspecified)
  -12.6	6.2
32	NS(=O)(=O)c1ccc(N2CCNCC2)cc1
  -6.3	18.2
33	Cc1csc(=N)n1Cc1ccccc1
  -0.1	17.4
34	CCCCCn1c(=O)c(C(=O)NCCc2ccccc2)c(O)c2ccccc21
  -35.1	3.0
35	CCN1C(=O)CC(c2cccnc2)=Nc2ccccc21
  -1.9	34.8
36	Cn1c(O)c(C=NCCN2CCNCC2)c(=O)n(C)c1=O
  -6.3	10.9
37	CCOC(=O)C1(CCOc2ccccc2)CCN(Cc2cccc(O)c2)CC1
  -29.3	8.3
38	Cn1c2ccccc2c2c(C(=O)N3CCC4(CC3)OCCO4)cn(C3CCCCC3)c(=O)c21
  -27.4	28.8
39	Cc1nn(-c2ccccc2)c(Cl)c1C1C(C#N)=C(N)Oc2c1c(=O)oc1ccccc21 (stereo unspecified)
  9.0	29.7
40	CN(C(=O)Oc1ccc(C(C)(C)C)cc1)c1ccccc1
  -21.4	17.7
41	N#CC(C#N)=Cc1ccc(-c2ccccc2F)o1
  -5.7	9.1
42	O=C(CNC(=O)c1ccc(Cl)cc1)Nc1ccc(Br)cc1C(=O)c1ccccc1
  -64.4	19.6
43	CC(C)N1CCC2(CC1)NC(CO)(CO)CO2
  -6.7	14.9
44	C[N+]1(C)C2CCC1CC(OC(=O)c1ccccc1)C2 (stereo unspecified)
  -7.6	8.4
45	COC(=O)C1=C(c2cc3ccccc3s2)C[C@@H]2CC[C@H]1N2C(=O)NCCNC(C)=O
  -18.4	7.6
46	C=C(c1ccccc1)P(=O)(O)O
  -0.6	6.3
47	CC(=NCCCn1ccnc1)c1c(O)n(C)c(=O)n(C)c1=O
  -5.7	7.6
48	O=c1c2ccccc2nc(CNCc2ccco2)n1-c1ccc(F)cc1
  -27.5	20.4
49	Cc1cnc[nH]1
  -0.5	5.0
50	c1ccc(C[n+]2ccccc2)cc1
  11.9	18.8
51	C[N+]1([O-])[C@@H]2CC(OC(=O)[C@H](CO)c3ccccc3)C[C@H]1[C@@H]1O[C@@H]12 (stereo partly specified)
  -2.9	10.9
52	CCOP(=O)(OCC)c1ccc(O)cc1
  -9.1	2.2
53	CC(=O)Nc1ccccc1OC(=O)N(C)C
  -3.4	5.7
54	CC(=O)c1ccc(OC(=O)N(C)c2ccccc2)cc1
  -2.4	10.0
55	Cc1c(N=Cc2c(O)n(C)c(=O)[nH]c2=O)c(=O)n(-c2ccccc2)n1C
  -18.2	17.1
56	CC(Cc1ccccc1)N1C(=O)c2ccccc2C1=O (stereo unspecified)
  -17.7	37.3
57	CC(C)C(=O)c1cn(Cc2ccccc2C#N)c2ccccc12
  -23.2	34.0
58	CN(C)CC#CCC(O)(c1ccccc1)C1CCCC1 (stereo unspecified)
  7.7	3.3
59	CCn1c(P(C)(=O)O)nc2ccccc21
  1.3	14.6
60	Cc1nc2ccccc2c(=O)n1-c1ccc(-c2ccccc2)cc1
  -37.8	11.2

New compounds follow:
Each structure is followed by: OX1R antag-1	OX1R antag-2
61	N#Cc1ccccc1Cn1cc(C(=O)c2ccccc2F)c2ccccc21
  -20.6	6.8
62	CC(C)=CCc1c(O)cc2c(c1O)C(=O)CC(c1ccc(O)cc1)O2 (stereo unspecified)
  9.8	-2.7
63	O[C@@H]1CCCC[C@H]1N1CCC(c2ccccc2)CC1
  -20.6	19.3
64	CCN1CCN(c2cc(=O)n3ccccc3n2)CC1
  5.3	1.5
65	CCN[C@@H](C)Cc1cccc(C(F)(F)F)c1
  -11.1	10.1
66	OC(c1ccccc1)(c1ccc(Cl)cc1)C1CN2CCC1CC2 (stereo unspecified)
  -10.2	1.8
67	CCCC1(CCC)C(=O)NC(=NCc2ccccc2)NC1=O
  -6.9	19.9
68	O=c1c2ccccc2nc(-c2ccc([N+](=O)[O-])cc2)n1-c1ccccc1
  -26.1	24.2
69	Cn1c(=O)cc(OCCCC(=O)N2CCC3(CC2)OCCO3)c2ccccc21
  -20.9	1.1
70	CCc1ccc(-n2c(O)c(/C=N/NC(=O)c3ccncc3)c(=O)[nH]c2=O)cc1
  -14.1	14.1
71	O=C(Nc1ccc(F)cc1F)c1cccn(Cc2ccccc2)c1=O
  -7.4	10.1
72	CCC(CC)N1CCN(C(=O)Cc2ccccc2)CC1
  -23.7	9.6
73	COC(=O)C1=C(c2ccc(F)cc2OCc2ccccc2)C[C@@H]2CC[C@H]1N2C(=O)NCc1cccc(OC)c1
  18.6	14.7
74	CN(C(=O)Oc1cccc2cccnc12)c1ccccc1
  -0.1	10.8
75	CNC(=O)NC(O)C(Cl)(Cl)Cl (stereo unspecified)
  -5.2	22.2
76	O=C(Cc1ccc(Br)cc1)N1CCN(Cc2ccccc2)CC1
  -20.6	29.2
77	CC(NCc1ccc(Cl)cc1Cl)C(O)c1ccccc1 (stereo unspecified)
  -13.5	6.2
78	COc1ccc(CC2C(=O)N(c3ccccc3)C(=O)N(c3ccccc3)C2=O)c(OC)c1
  -14.2	20.9
79	Nc1ccccc1C(=O)OCCOc1ccccc1
  -8.7	35.3
80	C=C(Cl)CSC(=S)N(CC)CC
  3.5	-2.1
81	CN1C2CCC1C(C(=O)O)C(O)C2 (stereo unspecified)
  -1.8	3.2
82	COc1ccn(C)c(=O)c1C#N
  -9.9	15.5
83	Cc1nonc1OCCNc1ccc([N+](=O)[O-])c2cccnc12
  -23.5	10.8
84	Cc1ccc(S(=O)(=O)NC(CC(=O)N2CCC3(CC2)OCCO3)c2ccco2)cc1 (stereo unspecified)
  -16.1	12.5
85	COC(=O)CN1C(=O)C2(C(C(=O)OC)=C(N)Oc3ccccc32)C2=C1CC(C)(C)CC2=O (stereo unspecified)
  -20.6	8.2
86	CC(C)CCNC(=O)c1c(N)n(CC2CCCO2)c2nc3ccccc3nc12 (stereo unspecified)
  -38.1	7.5
87	O=C(c1cccc(Cl)c1)C1CCCN(Cc2cccc3cnccc23)C1 (stereo unspecified)
  -7.9	24.8
88	COc1ccccc1-n1c(-c2ccccc2Cl)nc2ccccc2c1=O
  -18.2	8.2
89	CC1CN(c2ccc([N+](=O)[O-])cc2Cl)CCN1 (stereo unspecified)
  -7.9	31.8
90	O=c1[nH]c(=S)[nH]c(O)c1/C=N/N1CCOCC1
  -10.1	5.2
91	COC(=O)C1=Nc2ccccc2/C1=C\c1c(O)n(-c2ccc(OC)cc2)c(=O)[nH]c1=O
  -9.5	12.0
92	CCCCn1c(O)c(C(CC)=NCc2ccco2)c(=O)[nH]c1=O
  -15.1	-0.1
93	OC1(c2ccccc2F)CC2CCC(C1)N2CCN1CCOCC1 (stereo unspecified)
  -0.5	14.0
94	C=C1C(=O)O[C@H]2[C@H]1[C@H](OC(=O)CC(=O)O[C@@H]1C[C@@H](C)[C@@H]3C=CC(=O)[C@@]3(C)[C@H]3OC(=O)C(=C)[C@H]13)C[C@@H](C)[C@H]1C=CC(=O)[C@]12C
  2.7	21.1
95	COc1ccc(C(c2ccc(OC)cc2)C(Cl)(Cl)Cl)cc1
  18.9	23.6
96	CCc1ccccc1NC(=O)N1C[C@H]2C[C@@H](C1)c1cccc(=O)n1C2
  -7.0	4.5
97	CCC(C)N1C(=O)/C(=C\c2cc3c4c(c2)CCCN4CCC3)C(=O)NC1=S (stereo unspecified)
  -5.2	39.3
98	Cc1ccc2c(c1)N(C(C)C(=O)N1CCC3(CC1)OCCO3)C(=O)CO2 (stereo unspecified)
  -10.4	10.6
99	N#Cc1ccc(/C=C/C(=O)O)cc1
  0.9	7.7
100	N=c1c2c(n(Cc3ccc(Cl)cc3Cl)c3c1CCC3)CCCC2
  -8.6	5.4
101	Cc1ccc(C(O)P(=O)(Oc2ccccc2)Oc2ccccc2)cc1 (stereo unspecified)
  -8.3	13.9
102	COCc1cc(C2SCC(=O)Nc3c2c(=O)[nH]n3C(C)C)ccc1OC (stereo unspecified)
  -28.1	23.0
103	CC(C)NC(C)C(=O)c1ccc2ccccc2c1 (stereo unspecified)
  -22.3	7.3
104	NCCc1ccc(S(=O)(=O)F)cc1
  -3.3	12.4
105	C[C@]12CCC3C(CCC4=C/C(=N/OCC(=O)NC(CCC(N)=O)C(=O)O)CC[C@@]43C)C1CCC2O (stereo partly specified)
  -20.5	-1.7
106	CC1CCCC(C2(O)C(=O)Nc3ccccc32)C1=O (stereo unspecified)
  -18.8	3.2
107	C=C1C(=O)O[C@H]2C[C@@H](C)[C@@H]3C=CC(=O)[C@@]3(C)C[C@H]12
  -7.3	23.4
108	COc1cccc(-c2sc3ccccc3c2-c2ccc(OCCN3CCOCC3)cc2)c1
  -41.0	1.4
109	CC/C(=N\NC(=O)Nc1ccccc1)c1c(O)n(Cc2ccccc2)c(=O)[nH]c1=O
  -8.7	15.6
110	CC1=CC(=C2C(=O)NC(=S)NC2=O)C=C(C(F)(F)F)N1C
  -0.2	39.4
111	COC(=O)C1=C(c2ccc(F)cc2OCc2ccccc2)C[C@@H]2CC[C@H]1N2C(=O)NCc1ccc(Br)cc1
  0.3	6.5
112	O=C1C2CCN(CC2)C1Cc1ccccc1O (stereo unspecified)
  -12.2	4.5
113	Cc1ccc(C(C)C)c(OCC(=O)N2CCN(CC(=O)N3CCOCC3)CC2)c1
  4.6	2.0
114	O=C(Cn1ncc2ccccc21)N1CCC2(CC1)OCCO2
  5.0	-3.9
115	C=CCn1c(O)c(C=NCCCn2ccnc2)c(=O)[nH]c1=O
  -5.1	-0.5

Reformatted in transposed form: entries from further up
33. Cc1csc(=N)n1Cc1ccccc1
38. Cn1c2ccccc2c2c(C(=O)N3CCC4(CC3)OCCO4)cn(C3CCCCC3)c(=O)c21
48. O=c1c2ccccc2nc(CNCc2ccco2)n1-c1ccc(F)cc1
32. NS(=O)(=O)c1ccc(N2CCNCC2)cc1
62. CC(C)=CCc1c(O)cc2c(c1O)C(=O)CC(c1ccc(O)cc1)O2 (stereo unspecified)

Screen / compound no.	33	38	48	32	62
OX1R antag-1	-0.1	-27.4	-27.5	-6.3	9.8
OX1R antag-2	17.4	28.8	20.4	18.2	-2.7
